# Compound activity (PubChem)
# M1 ag parental = M1 agonist counterscreen hit in parental CHO-K1 cells. Fluo-8 calcium fluorescence; scaled to maximal ATP response, vehicle zero. activation, % at 3 µM. actives 0.48% (n = 360,000). AID 602248; in the data active means activation above about 15%;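 further: untransfected CHO-K1 host cells lacking M1 receptor as counterscreen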
# CHO parental Ca = counter-screen: ATP calcium response change in parental CHO cells; parental CHO-K1, ATP-induced calcium, Fluo-8 fluorescence; inhibition, % at 5.6 µM; actives 0.63% (n = 330,000); AID 463079;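 active means inhibition above that plate's mean sample inhibition plus 3 SD, cut at about 26% in these data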;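 further: 0% = ATP-challenged DMSO wells and 100% = DMSO wells without ATP; some compounds past the cut are filed as inactive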
#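 Assay system: untransfected parental CHO cell line. Also added: ATP agonist challenge. Dosing: one dose, 5.6 µM nominal. Measured by: Fluo-8 fluorescence. Read-out: % inhibition. Benchmarks: ATP wells versus no-ATP DMSO wells. Repeats: no replicates.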
# CHO-K1 Ca antag = nonselective inhibitor or artifact in parental CHO-K1 cells | inhibition, % at 3 µM | AID 602250 | ATP-induced calcium, Fluo-8 fluorescence | actives 0.6% (n = 360,000);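 active means inhibition above a per-plate cutoff, the plate's mean sample inhibition plus 3 SD, cut at about 24% in these data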;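 further: 0% = DMSO plus EC80 ATP and 100% = DMSO alone without ATP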
# CHO-K1 Ca PAM = counter-screen for M1 PAMs: effect in parental CHO-K1 cells; actives 0.02% (n = 360,000); activation, % at 3 µM; ATP EC20, Fluo-8 calcium fluorescence; 0% at ATP EC20, 100% at ATP max; AID 602247;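 active means activation above the run cutoff, the mean activation of all test compounds plus 3 SD, cut at about 40% in these data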;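 further: peak over basal fluorescence ratio in a 140 s read after ATP addition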
# M1 PAM = human CHRM1 positive allosteric modulation; activation, % at 3 µM; actives 0.088% (n = 360,000); AID 588819; P11229; CHO-K1 hM1, Fluo-8 calcium fluorescence, ACh EC20; 0% = ACh EC20, 100% = maximal ACh; in the data active means activation above about 19%, passing the limit was not always enough
# Target sequence (P11229 whole entry, looked up): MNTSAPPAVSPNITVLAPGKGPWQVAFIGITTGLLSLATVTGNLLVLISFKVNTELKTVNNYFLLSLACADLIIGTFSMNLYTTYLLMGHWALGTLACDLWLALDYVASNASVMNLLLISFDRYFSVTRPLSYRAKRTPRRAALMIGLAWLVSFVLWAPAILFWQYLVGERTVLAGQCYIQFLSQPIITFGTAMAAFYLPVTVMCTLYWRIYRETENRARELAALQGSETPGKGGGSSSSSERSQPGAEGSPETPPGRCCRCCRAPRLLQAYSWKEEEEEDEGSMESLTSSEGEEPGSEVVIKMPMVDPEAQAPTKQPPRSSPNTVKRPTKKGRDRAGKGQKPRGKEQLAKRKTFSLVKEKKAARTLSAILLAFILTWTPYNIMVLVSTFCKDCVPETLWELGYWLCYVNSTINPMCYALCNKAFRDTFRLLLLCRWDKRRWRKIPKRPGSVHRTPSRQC
# TAAR1 ag = human TAAR1 agonism | actives 0.99% (n = 360,000) | activation, % at 3 µM | Q96RJ0 | CHO RD-HGA16 TAAR1, Fluo-8 calcium fluorescence; vehicle wells 0%, saturating PEA agonist 100%;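 active means activation above the mean activation of all test compounds in the run plus 3 SD, cut at about 38% in these data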
# Target sequence (Q96RJ0 whole entry, looked up): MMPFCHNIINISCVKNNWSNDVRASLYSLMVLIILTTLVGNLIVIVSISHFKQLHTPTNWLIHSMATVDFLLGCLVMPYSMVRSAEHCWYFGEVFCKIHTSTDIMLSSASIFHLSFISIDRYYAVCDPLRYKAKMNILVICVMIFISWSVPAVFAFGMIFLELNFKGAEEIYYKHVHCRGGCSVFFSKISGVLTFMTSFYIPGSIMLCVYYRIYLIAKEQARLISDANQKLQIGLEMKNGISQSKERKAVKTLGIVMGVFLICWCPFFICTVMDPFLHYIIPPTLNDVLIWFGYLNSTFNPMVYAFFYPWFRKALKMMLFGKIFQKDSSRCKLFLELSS
#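 System: CHO RD-HGA16 cells carrying human TAAR1 plus Gα16; Incubation: 17-24 h seeding, 75 min 37 °C dye, 30 min RT; Measured by: Fluo-8 fluorescence, 5 s baseline then 140 s kinetic read; Control set: DMSO and PEA EC100; Replication: single well for each compound.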
# TAAR1 antagonist = human TAAR1 antagonism; Q96RJ0; CHO RD-HGA16 TAAR1, Fluo-8 calcium fluorescence, antagonist; inhibition, % at 3 µM; actives 1.5% (n = 360,000); AID 624466;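 active means inhibition above a per-plate cutoff, the mean inhibition of test compounds on that plate plus 3 SD, cut at about 49% in these data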;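 further: 0% = DMSO plus EC80 beta-PEA response and 100% = DMSO alone without agonist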
#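 test system = CHO RD-HGA16 cells bearing hTAAR1 | replication = singlicate | controls = DMSO-only wells and EC80 β-PEA-stimulated wells | reagent = EC80 β-phenethylamine stimulus | read-out basis = percent inhibition of PEA-evoked calcium signal, max/basal emission ratio | schedule = seeding 17-24 h prior, 75-min 37 °C, 30-min RT dye loading | signal = kinetic Fluo-8 calcium fluorescence measurement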
# M1 ag = activates human CHRM1 receptor. P11229. CHO-K1 hM1, Fluo-8 calcium fluorescence, agonist mode; 0% DMSO, 100% acetylcholine EC100. activation, % at 3 µM. actives 0.33% (n = 360,000). AID 588814;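 active means activation above the run's mean compound activation plus 3 SD, cut at about 16% in these data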;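 further: peak over basal fluorescence ratio within a 140 s kinetic read after compound addition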
# M1 antag = human CHRM1 antagonism; actives 1.3% (n = 360,000); P11229; inhibition, % at 3 µM; CHO-K1 hM1, Fluo-8 calcium fluorescence, ACh EC80 antagonist;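 active means percent inhibition above its own plate's cutoff, namely the mean of that plate's compound wells plus 3 SD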;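 further: peak over basal fluorescence ratio during 140 s after agonist addition; 0% = ACh EC80 plus DMSO and 100% = DMSO alone without agonist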
# The depositor's hits bear a star; / = not tested or not shown.
Molecule,TAAR1 ag,CHO-K1 Ca antag,M1 PAM,TAAR1 antagonist,CHO parental Ca,M1 ag parental,CHO-K1 Ca PAM,M1 antag,M1 ag
CC(C)CCn1c(=O)c(C(=O)Nc2ccccc2S(N)(=O)=O)c(O)c2ccccc21,2,-12,4,8,-22,-0.4,24,-13,-6
CC12Cc3cn[nH]c3C=C1CCC1C2CCC2(C)C1CCC2(C)O (stereo not given),7,-15,0,25,/,1.4,25,-7,-5
CCC(=O)c1ccc(OC)c(OC)c1,1,12,-4,-22,-6,0.7,-12,9,-5
C/C=C(\C)C(=O)N[C@@H](c1ccccc1)[C@@H](O)C(=O)O[C@H]1C[C@@]2(O)[C@@H](OC(=O)c3ccccc3)C3[C@](C)(C(=O)[C@H](OC(C)=O)C(=C1C)C2(C)C)[C@@H](O)C[C@H]1OC[C@@]31OC(C)=O (stereo not given in full),4,8,4,-10,-23,0.0,-17,-5,-5
CCCOP(=O)(O)c1c([N+](=O)[O-])cc(C(F)(F)F)cc1[N+](=O)[O-] (tested in a mixture with another compound),13,-14,8,6,-1,0.4,-10,-37,0
C(=NC1CCCCC1)c1c[nH]c2ccccc12,7,-11,6,-22,/,1.1,9,-13,-2
O=c1c2ccccc2nc(-c2ccccc2F)n1-c1ccccc1,2,-6,-3,9,-12,0.1,20,0,-7
CCOc1ccc(N=C2SCCCN2C)cc1,6,-8,-9,4,-3,0.2,11,15,-5
CCOC(=O)C1(c2ccccc2)CCN(CCC(=O)Nc2ccc(OC)cc2)CC1,5,6,1,-16,/,12,9,-5,-3
COc1cc(C)cc2oc(=O)c(CC(=O)N3C[C@H]4C[C@@H](C3)c3cccc(=O)n3C4)c(C)c12,1,-4,1,-1,-22,0.2,24,-9,-6
Cc1ccc(-n2c(CNCc3ccc(F)cc3)nc3ccccc3c2=O)cc1,0,-33,2,6,/,0.1,19,-10,-7
O=C1NC(c2cccnc2)Nc2sc3c(c21)CCCC3 (stereo not given),7,-7,6,2,6,0.9,20,-4,-6
COc1ccc(C=O)cc1,/,-16,4,/,0,0.7,18,-7,-4
Cc1ccsc1C(=O)C1CCCN(Cc2c(C)nn(C(C)C)c2C)C1 (stereo not given),12,5,-17,4,-19,-0.1,23,1,-14
CCN1C(=O)/C(=C/c2ccc3c(c2)CCN3CCCCl)C(=O)NC1=S,0,-10,5,6,-13,0.1,19,-4,-4
CCOC(=O)C(O)(c1ccc(NC(=O)c2ccco2)c(OC)c1)C(F)(F)F (stereo not given),12,-5,2,4,-20,0.3,15,-15,-3
CN(C)S(=O)(=O)c1cc(NC(=O)C[N+]23CCN(CC2)CC3)ccc1Cl,4,-10,15,9,0,0.1,23,-12,-8
CC1CN1P(=O)(Oc1ccccc1)N1CC1C (stereo not given),1,-5,5,13,/,0.7,8,-6,-2
O=C(CN1CCN(Cc2ccc(Cl)cc2)C1=O)N1CCC2(CC1)OCCO2,3,-13,0,0,-10,-0.1,14,-24,-2
CCOCCN1CCC(OC(C)=O)C(C)C1 (stereo not given),4,13,3,4,-8,0.0,-6,4,-2
COc1cc(/C=C/[N+](=O)[O-])ccc1OC(=O)c1cccnc1,56*,-10,12,24,/,1.5,27,-15,0
C=CCn1c(O)c(C=Nc2c(C)n(C)n(-c3ccccc3)c2=O)c(=O)[nH]c1=O,3,7,-9,-10,-9,0.1,-14,22,-8
COc1ccc2c(c1OC)C(=O)OC2C1c2cc3c(cc2CCN1C)OCO3 (stereo not given),1,1,3,-27,3,0.2,-11,-5,-5
Cc1nc2ccc(Cl)cc2c(=O)n1-c1ccc([N+](=O)[O-])cc1,2,-1,2,11,-9,2.3,4,-5,-4
O=c1c2ccccc2nc(-c2ccccc2)n1-c1ccc(O)cc1,9,-5,7,7,-9,0.6,12,-2,-5
COC(=O)C1=C(c2cc3ccccc3o2)C[C@@H]2CC[C@H]1N2C(=O)NCCNC(C)=O,3,-1,-24,3,-20,1.6,0,33*,-12
O=C(C1CCC(=O)N1Cc1ccc(F)cc1)N1CCC2(CC1)OCCO2 (stereo not given),6,-5,7,10,8,1.1,25,-5,-3
CCN(CC)CC(O)c1ccc(C2CCCC2)cc1 (stereo not given),0,3,-19,-7,-19,0.3,2,12,-12
Cc1nc2cc([N+](=O)[O-])ccc2c(=O)n1-c1cccc(Br)c1,8,-9,6,-23,3,5.1,14,-17,0
CC(C)(C)C(=O)Nc1ccc(S(=O)(=O)N2CC3CC(C2)c2cccc(=O)n2C3)cc1 (stereo not given),1,0,3,-9,-8,0.2,3,-7,-3
COC(=O)C1=C(c2ccccc2OCc2ccccc2)C[C@@H]2CC[C@H]1N2C(=O)NCCOc1ccccc1,13,-9,-8,37,-20,0.7,8,15,-5
CCc1nnc(NS(=O)(=O)c2ccc(N=Cc3c(O)n(-c4ccc(Cl)cc4)c(=O)[nH]c3=O)cc2)s1,2,-3,14,2,-4,11,23,-8,-9
COC(=O)C1=C(c2cc3ccccc3s2)C[C@@H]2CC[C@H]1N2C(=O)N1CCC(C)CC1,5,-8,-11,29,-12,-0.6,7,14,-7
COc1cccc(Oc2coc3cc(OC(=O)N(C)C)ccc3c2=O)c1,1,-2,3,-18,-1,1.1,-4,3,-4
N#CC(C#N)=NNc1ccc(-n2ccc(C(F)(F)F)n2)cc1,6,22,-7,9,50*,15,-3,31,9
Cc1c(N=Cc2c(O)n(Cc3ccco3)c(=O)[nH]c2=O)c(=O)n(-c2ccccc2)n1C,2,-7,-3,23,-8,1.0,20,8,-5
CC1CCCN1CCC(C(N)=O)(c1ccccc1)c1ccccc1 (stereo not given),0,2,-28,-18,/,0.2,-9,99*,-4
O=c1[nH]cnc2nc(-c3ccc(N(CCCl)CCCl)cc3)[nH]c12,-1,-7,-3,8,/,-0.2,17,0,-7
COC(=O)C1=C(c2cccc(OCc3ccccc3)c2)C[C@@H]2CC[C@H]1N2C(=O)NCc1cccc(F)c1,2,-10,-24,26,-7,-0.4,5,23,-10
CCOC(=O)c1ccc(N=C(c2ccccc2)c2c(O)n(C)c(=O)n(C)c2=O)cc1,3,-2,-2,-18,-11,-0.1,8,0,-6
CC(C)CC(NC(=O)C1CCCCC1)C(=O)N1CCC2(CC1)OCCO2 (stereo not given),14,14,5,4,-6,0.1,-8,-1,-5
O=c1c2ccccc2nc(/C=C/c2ccccc2)n1-c1ccccc1O,9,8,5,21,4,2.7,-17,-4,-1
CN(C)C(=Nc1ccccc1)P(=S)(N(C)C)N(C)C,0,3,4,7,-11,-0.7,-4,6,-9
Cn1cc(C(=O)NP(=O)(N2CCOCC2)N2CCOCC2)c2ccccc21,7,-7,3,-3,-11,0.5,12,-5,-6
O=C1NCN(c2ccccc2)C12CCN(C(c1ccnc3ccccc13)c1nnnn1C1CCCC1)CC2 (stereo not given),6,-19,-1,-4,/,0.5,3,-30,-5
CC(C)C/C(=N/O)c1c[nH]c2ccccc12,4,-4,0,15,-27,-0.1,-2,4,-4
O=P(Oc1ccccc1)(Oc1ccccc1)C(O)c1ccccc1 (stereo not given),11,-9,-6,0,-12,0.2,6,13,-8
COC1C(C)OC(OC2CC(C)(O)Cc3cc4c(c(O)c32)C(=O)c2c(O)cc3c(c2C4=O)OC2OC3(C)C(O)C(N(C)C)C2O)C(OC)C1(C)OC (stereo not given),47*,-6,-3,39,/,10,13,-6,11
CC(=NCCCn1ccnc1)c1c(O)n(C2CCCCC2)c(=O)[nH]c1=O,2,-14,2,-31,-17,0.5,13,-7,-6
CCCCn1c(O)c(C(CC)=NCCN2CCOCC2)c(=O)[nH]c1=O,6,-6,8,-7,-1,-0.2,-11,-6,1
OC(Cc1ccccc1)(c1ccccc1)C1CN2CCC1CC2 (stereo not given),8,-1,-23,-11,-24,0.6,12,98*,-5
O=C(Nc1c(F)cc(F)cc1F)c1cccn(Cc2ccccc2)c1=O,5,18,6,12,-16,-0.2,-15,4,-3
O=C(N/N=C/c1c(O)n(Cc2ccccc2)c(=O)[nH]c1=O)c1ccncc1,10,19,8,-27,1,0.0,-24,-16,-3
Cc1cc(N2CCCCC2)ccc1C=C1C(=O)N(C)C(=S)N(C)C1=O,1,-7,1,-12,-11,0.7,15,-7,-12
CC/C(CC(c1ccccc1)c1c(O)c2ccccc2oc1=O)=N\NC(N)=S (stereo not given),0,-1,-3,-6,-2,0.2,-1,7,-1
NC(=O)c1ccc(OCCC(O)N2CC=C(c3ccc(F)cc3)CC2)cc1 (stereo not given),2,1,-10,-2,-5,1.3,19,-10,-7
CCOC(=O)C1(CCc2ccccc2)CCN(C2CCSCC2)CC1,3,1,-22,10,-16,0.0,-1,52*,-5
CCOC(=O)COc1ccc2c(c1)c(C(C)=O)c(C)n2Cc1ccccc1,-1,-13,-2,8,-19,2.2,21,5,-7
Cc1cc(/C=C2\C(=O)NC(=O)N(c3cccc(F)c3)C2=O)c(C)n1-c1ccc(C(=O)O)c(Cl)c1,3,8,7,-10,12,13,11,-5,-3
O=C1NC(=O)C(=Cc2cc([N+](=O)[O-])ccc2N2CCCCC2)C(=O)N1,4,-3,-1,-2,-5,-0.1,16,-7,-9

# Next part
Molecule,TAAR1 ag,CHO-K1 Ca antag,M1 PAM,TAAR1 antagonist,CHO parental Ca,M1 ag parental,CHO-K1 Ca PAM,M1 antag,M1 ag
Cc1ccccc1N1C(=O)NC(=O)/C(=C/c2ccc(N3CCOCC3)o2)C1=O,5,7,13,-2,6,3.4,-20,-16,3
CC(=O)N1Cc2cnnn2-c2ccccc2C1(C)C#N (stereo not given),2,-4,-1,1,/,0.2,1,-3,-4
CC1(C)C2CC=C(CN3CCOCC3)C1C2 (stereo not given),1,-15,6,17,-6,0.5,16,-7,-12
Cn1c(O)c(/C=N/NC(=O)c2ccncc2)c(=O)n(C)c1=S,0,-13,2,5,-20,0.8,14,-5,-3
CC(C)n1c(=O)c(C=Nc2ccc(F)cc2)c(O)n(Cc2ccco2)c1=O,2,-5,5,-15,-14,0.5,11,-10,-9

# Pulled by compound from the entries so far (two):
Molecule,TAAR1 ag,CHO-K1 Ca antag,M1 PAM,TAAR1 antagonist,CHO parental Ca,M1 ag parental,CHO-K1 Ca PAM,M1 antag,M1 ag
CC1(C)C2CC=C(CN3CCOCC3)C1C2 (stereo not given),1,-15,6,17,-6,0.5,16,-7,-12
Cn1c(O)c(/C=N/NC(=O)c2ccncc2)c(=O)n(C)c1=S,0,-13,2,5,-20,0.8,14,-5,-3

# This is a subset; the hit share may differ from the screen's.
